From PubChem BioAssay
All columns: NCI-60 one-dose screen, growth in % after 48 h at 10 µM unless noted; 100 = growth as untreated, 0 = no growth, -100 = all killed.
HCC-2998 – HCC-2998 colon cancer. AID 1794799. actives 4.7% (n = 79,000)
HCT-116 – HCT-116 colon cancer; actives 7.3% (n = 82,000)
SNB-75 – SNB-75 CNS cancer | actives 5% (n = 79,000)
SW-620 – SW-620 colon cancer; actives 5.2% (n = 82,000)
KM12 – KM12 colon cancer cells. actives 5% (n = 82,000)
COLO 205 – COLO 205 colon cancer. actives 7.3% (n = 79,000). AID 1794742
HT29 – HT29 colon cancer; actives 7.4% (n = 81,000); AID 1794748
SNB-19 – SNB-19 CNS cancer cells; actives 2.5% (n = 81,000)
HCT-15 – HCT-15 colon cancer | actives 5.2% (n = 82,000) | AID 1794746
An asterisk follows results filed as active; · = not tested or not shown; & = joins results of further samples; ! = not confirmed by another sample. Rule for the calls: active = growth percent below 10; inactive = the rest. Compounds as they come. About 10% of those tested had a hit in this group.

SMILES	HCC-2998	HCT-116	SNB-75	SW-620	KM12	COLO 205	HT29	SNB-19	HCT-15
CCOC(=O)c1cc2oc(/C=C/c3cc(=O)c4cc(Cl)ccc4o3)cc2[nH]1	98.1	81.2	73.0	82.5	62.8	93.9	96.6	92.1	105.2
CC(=O)/C(=C/c1ccccc1)C(=O)CC(C)C	104.6	27.7	91.4	24.7	72.2	100.4	74.4	105.8	76.1
OCCN(CCO)Cc1cc(O)c(CN(CCO)CCO)cc1O	101.3	104.8	113.6	97.9	100.0	104.3	·	108.6	101.4
COc1ccc(-n2c(C)nc3c(c(C)nn3-c3ccccc3)c2=O)cc1	16.6	3.3*	26.7	23.1	11.3	-45.6*	-15.6*	60.7	8.0*
CS(=O)(=O)c1nccc(-c2c(-c3ccc(F)c(OCc4ccc(F)cc4)c3)nc3sccn23)n1	-63.6*	90.2	106.4	88.2	41.5	108.6	85.5	75.4	70.0
CCOC(=O)c1cnn(CC(C)O)c1NC(=O)NCc1ccc(F)cc1 (centres undefined)	94.9	86.5	98.3	103.0	102.7	117.6	86.5	101.4	100.3
Oc1ccc(C(c2ccccc2)c2ccc(O)cc2O)c(O)c1	112.3	57.4	84.5	80.5	89.2	101.1	88.0	82.8	78.4
CN(Cc1ccccc1)c1nc(Cl)c(/C=C/C(=O)c2ccc(F)cc2)s1	99.5	91.9	91.7	99.8	101.2	121.2	99.5	95.2	89.9
CCCCCCN1C(=O)C2=C(c3ccc(Cl)cc3)Nc3c(c(C)nn3-c3ccccc3)C2c2ccccc21 (centres undefined)	92.1	87.9	83.6	110.6	106.9	105.8	98.1	89.4	93.4
COc1ccc(OCC(O)CN2CCN(c3cccc(Cl)c3)CC2)cc1 (centres undefined)	101.6	91.4	91.3	101.6	127.0	94.6	96.9	97.9	104.5
Clc1cc(Cl)cc(Nc2ccc3c(OCCCN4CCOCC4)cccc3n2)c1	36.7	27.5	54.9	-41.9*	-51.2*	-53.4*	-64.5*	31.7	-46.4*
O=C(Cn1c(-c2ccccc2)nc2cc(Cl)c(Cl)cc21)N=Nc1c(O)[nH]c2ccccc12	96.4	48.6	113.1	100.0	84.2	87.1	89.6	101.2	69.3
COc1cccc(-c2cc(-c3cccc(Cl)c3)c(C#N)c(=O)[nH]2)c1	98.7	73.9	30.8	49.3	57.5	111.1	102.9	71.8	48.6
O=S(=O)(Oc1ccc(-c2cn3ccsc3n2)cc1)c1cc(C(F)(F)F)cc(C(F)(F)F)c1	100.9	104.4	80.5	105.3	98.9	116.6	109.7	99.7	96.0
CCCCCCCCCCCCCCCCCSCc1ccc(Nc2ccccc2)cc1	115.6	105.6	58.4	99.4	127.7	107.5	105.8	104.7	106.6
CCOc1ccc(NC(=O)CC2SC(=Nc3ccc(Cl)cc3)NC2=O)cc1 (centres undefined)	102.1	99.5	92.8	98.0	97.0	115.4	108.7	110.0	101.7
COc1cc2cc(Oc3ccc(NC(=O)c4cc(C(F)(F)F)cc(C(F)(F)F)c4)cc3)c(C)nc2cc1OCCN(C)C	88.6	61.5	81.7	104.0	87.3	112.7	98.7	83.9	61.7
Cn1c(=O)c2[nH]c(CN)nc2n(C)c1=O	92.3	107.1	99.3	101.1	116.7	108.7	112.8	106.1	99.5
Cc1[nH]c(C2CC(c3cccs3)=NN2C)c(C)c1C(=O)NCC(F)(F)F (centres undefined)	112.7	102.6	98.7	104.6	104.0	120.6	112.2	100.4	105.0
C[C@H](Nc1nc(N2CCOc3ccccc32)nc2ccccc12)c1ccccc1	94.1	73.1	103.2	·	73.1	98.9	80.7	85.7	67.4
Cc1cc(N2CCCCC2)nc2ccc(Cc3ccccc3)cc12	101.2	90.5	125.6	96.5	95.9	94.5	83.0	·	87.7
COc1ccc(-c2nc3ccc(-c4nnc(SCc5ccccc5)o4)cc3[nH]2)cc1OC	63.2	8.4*	-54.2*	15.9	61.2	74.2	52.9	28.1	35.6
COc1ccc(-c2csc(NC(=O)COc3ccc(C(C)=O)cc3)n2)cc1	98.4	104.5	93.6	104.3	104.5	110.4	104.6	106.1	102.9
CCn1cc(-c2ccnc(NCCCNS(=O)(=O)c3cccc4ccccc34)c2)c(-c2cccc(OC)c2)n1	114.5	61.2	70.5	78.8	96.3	88.0	65.2	89.8	83.6
CN(C)c1ccc(Nc2c3ccccc3nc3cc(NC(=O)CCN4CCCC4)ccc23)cc1	-83.3*	-56.2*	0.0*	-33.3*	-34.8*	-27.3*	2.0*	-7.1*	-18.4*

Seven records picked at random from those above:
SMILES	HCC-2998	HCT-116	SNB-75	SW-620	KM12	COLO 205	HT29	SNB-19	HCT-15
COc1ccc(-c2nc3ccc(-c4nnc(SCc5ccccc5)o4)cc3[nH]2)cc1OC	63.2	8.4*	-54.2*	15.9	61.2	74.2	52.9	28.1	35.6
Clc1cc(Cl)cc(Nc2ccc3c(OCCCN4CCOCC4)cccc3n2)c1	36.7	27.5	54.9	-41.9*	-51.2*	-53.4*	-64.5*	31.7	-46.4*
CS(=O)(=O)c1nccc(-c2c(-c3ccc(F)c(OCc4ccc(F)cc4)c3)nc3sccn23)n1	-63.6*	90.2	106.4	88.2	41.5	108.6	85.5	75.4	70.0
COc1cccc(-c2cc(-c3cccc(Cl)c3)c(C#N)c(=O)[nH]2)c1	98.7	73.9	30.8	49.3	57.5	111.1	102.9	71.8	48.6
O=C(Cn1c(-c2ccccc2)nc2cc(Cl)c(Cl)cc21)N=Nc1c(O)[nH]c2ccccc12	96.4	48.6	113.1	100.0	84.2	87.1	89.6	101.2	69.3
COc1cc2cc(Oc3ccc(NC(=O)c4cc(C(F)(F)F)cc(C(F)(F)F)c4)cc3)c(C)nc2cc1OCCN(C)C	88.6	61.5	81.7	104.0	87.3	112.7	98.7	83.9	61.7
COc1ccc(OCC(O)CN2CCN(c3cccc(Cl)c3)CC2)cc1 (centres undefined)	101.6	91.4	91.3	101.6	127.0	94.6	96.9	97.9	104.5

Individual results from the results shown.
HCT-116 with `OCCN(CCO)Cc1cc(O)c(CN(CCO)CCO)cc1O` stands at 104.8
HT29 with `CCn1cc(-c2ccnc(NCCCNS(=O)(=O)c3cccc4ccccc34)c2)c(-c2cccc(OC)c2)n1` stands at 65.2

Other results follow.
SMILES	HCC-2998	HCT-116	SNB-75	SW-620	KM12	COLO 205	HT29	SNB-19	HCT-15
OC(c1ccccc1)(C(F)(F)Cl)C(F)(F)Cl	102.1	95.5	103.4	102.9	102.9	104.6	110.5	99.4	105.3
Cn1c(C#N)ccc1-c1ccc(N2C(=O)NC(C)(C)C2=O)cc1	104.1	103.5	84.9	103.0	106.1	106.9	101.7	107.1	100.9
Clc1ccc2nc(C(Cl)(Cl)Cl)[nH]c2c1	98.0	104.5	91.4	105.6	105.5	107.8	106.0	102.5	111.9
Cc1ccc(NC(=O)CSc2nc3ccc([N+](=O)[O-])cc3[nH]2)cc1	115.4	89.5	68.0	102.4	96.8	99.8	107.9	90.6	92.7
O=C(/C=C/c1cccc(O)c1)c1ccc(O)cc1	110.5	33.8	102.5	49.2	33.4	120.4	80.7	74.9	49.6
Cc1ccc(Nn2c(SCC(=O)Nc3nc(-c4ccccc4)cs3)nc(C)c2C)cc1	92.0	40.2	24.4	98.8	82.9	27.1	56.1	74.3	67.2
O=Cc1ccc2c3c(cccc13)CC2	100.4	91.5	88.1	85.7	102.2	110.3	97.1	106.0	107.6
C#CCOC(=O)C(N)C(C)O (centres undefined)	110.9	97.9	95.8	105.2	100.7	103.4	109.7	103.3	103.2
CCn1c2ccc(O)cc2c2c(C)c3c[n+](CCCCCC#N)ccc3c(C)c21	96.2	73.3	95.2	84.0	78.5	83.3	81.8	85.0	90.8
Cc1cccc(C)c1N(C)N	106.8	107.9	114.4	105.7	113.3	130.0	107.3	111.3	106.1
COc1ccc(-n2c(C)cc(-c3ccccc3)c2C)cc1	35.1	21.0	41.2	41.2	37.7	39.4	12.4	69.6	37.9
CCSc1nnc2c(C)nc3ccccc3n12	110.5	109.4	94.5	93.8	98.1	99.3	97.8	93.0	93.8
Nc1ccc(S(N)(=O)=O)cc1	101.9&111.7	97.1&96.3	98.7&96.4	109.6&106.3	114.3&110.6	116.2	107.4&113.4	95.6&102.9	104.4&98.1
COc1cc(Br)cc2cc(C(=O)CSc3nc4ccccc4c(=O)n3-c3ccccc3)c(=O)oc12	106.2	91.5	84.5	101.1	96.5	109.4	87.3	96.8	106.0
O=[N+]([O-])c1ccc(Oc2cccc(Cl)c2)cc1	107.1	98.3	93.0	95.4	99.4	103.4	108.4	95.9	98.4
COc1ccc(-c2nnc(Nc3ccc(C)cc3)o2)cc1	103.8	103.3	80.4	104.7	98.3	102.7	94.7	88.7	101.7
O=[N+]([O-])c1cc(F)c2cccnc2c1O	96.2	95.8	86.0	87.4	110.5	103.7	110.8	93.0	92.1
Cc1ccc(-c2nc3c(=O)n4[nH]c(-c5ccccc5)nc4nc3o2)cc1	101.1	96.4	·	103.1	93.6	98.1	102.1	95.0	101.8
O=C(Nc1ccccc1)Oc1cccc2cccnc12	·	1.3*	83.0	48.2	107.6	72.1	28.5	99.3	74.5
CC1(C)OC(=O)C(=Cc2ccccc2F)C(=O)O1	105.0	101.7	80.1	96.8	99.9	102.2	110.7	106.0	103.5
O=C(Nc1ccc(-n2cc(-c3ccncc3)c(-c3ccc(O)c(Cl)c3)n2)cc1)Nc1ccc(Cl)c(C(F)(F)F)c1	22.0	6.7*	28.0	19.6	6.8*	41.3	47.9	27.7	9.2*
O=C1CC(C(F)(F)F)Cc2nc3ccc(Cl)cc3cc21 (centres undefined)	95.8	96.1	87.7	107.8	73.5	100.2	91.8	89.4	102.3
Cc1ccc(S(=O)(=O)N(CCC#N)CCC#N)cc1	98.6	113.3	88.4	111.3	99.3	92.3	96.4	105.1	97.6
Nc1nc(-c2ccccc2)nc(N)c1N=O	102.9	51.6	44.8	1.7*	58.8	·	14.5	88.7	53.6
COC(=O)/C=C(\C(=O)OC)C(C(=O)c1ccccc1)=P(c1ccccc1)(c1ccccc1)c1ccccc1	101.0&118.5	103.9&100.8	86.9&87.7	100.5&102.9	101.9&100.8	114.9&111.0	112.4&105.5	101.4&102.7	98.2&94.9
Next part.
SMILES	HCC-2998	HCT-116	SNB-75	SW-620	KM12	COLO 205	HT29	SNB-19	HCT-15
O=C1NC(=O)C2(Br)Nc3ccc(Br)cc3C(=O)C2N1 (centres undefined)	103.3	103.2	92.5	103.8	109.6	106.8	104.0	103.5	97.0
C#Cc1ccc(NC(=O)c2sc3nc4c(cc3c2N)CCCCC4)cc1	94.2	99.4	100.1	96.4	86.6	104.5	80.6	101.4	86.1
COc1ccc2c(c1)C(C)Cc1c(N(C)C)ncnc1N2C (centres undefined)	74.6	23.7	14.3	21.4	23.6	15.8	11.6	40.5	23.7
O=C(NNC(=O)c1ccc(OCc2nc3ccc(Cl)cc3[nH]2)cc1)Nc1ccc(Cl)cc1	115.7	102.2	147.0	112.1	68.2	137.4	113.3	92.8	104.7
CC1COCC(C)N1C(=O)c1cccnc1 (centres undefined)	103.7	108.7	80.6	108.6	107.9	105.5	102.3	103.2	109.4
Cc1ccc(-c2ccc(SCC(=O)Nc3ccc(C#N)cc3)nn2)cc1	93.2	71.1	81.0	92.3	88.6	110.4	86.0	69.9	81.4
c1ccc2sc(SSc3nc4ccccc4s3)nc2c1	109.5	87.5	81.2	97.5	97.1	96.3	101.9	85.7	109.4
Oc1nc(NCCc2ccccc2)sc1/C=C1\C=Nc2ncccc21	53.9&66.2	9.7*	-10.9*	9.9*	9.3*!	4.8*	30.6&27.8	12.1	36.5&33.5
O=C1/C(=C/c2ccc([N+](=O)[O-])cc2)SC(=NC2CCCCC2)N1Nc1ccccc1	80.0	39.1	80.6	53.4	68.8	84.8	48.3	67.1	41.0
COc1ccc(Nc2nc(/N=C/c3ccc(Cl)cc3)n[nH]2)cc1	98.6	117.4	111.3	105.1	109.7	123.1	102.4	101.8	100.9
O=C1C(=O)c2ccccc2C(O)=C1CC=C(Br)Br	77.9	34.1	70.1	45.8	54.1	62.2	42.3	58.3	35.8
COc1ccc(O)c(/C(=C/C(=O)O)c2nc3ccccc3[nH]2)c1	99.9	74.7	80.1	93.9	80.9	102.6	102.3	80.6	83.3
Cc1ccc(CC(C)(O)CC(C)(O)Cc2ccc(C)cc2)cc1 (centres undefined)	95.1	118.8	96.8	115.7	104.0	104.0	·	107.3	105.6
COc1cc(-c2nc(SCCC(C)C)nc(N3CCOCC3)c2C#N)cc(OC)c1OC	91.7	5.1*	53.4	27.7	38.0	63.8	19.2	65.8	68.3
N=c1c2c(=N)n3c(nc2nc2n1-c1ccccc1Sc1ccccc1-2)sc1cc(Cl)ccc13	-18.6*	10.7	53.4	32.4	19.9	44.8	26.4	30.7	15.7
CCOC(=O)c1sc2ncnc(Nc3ccc4c(cnn4C(=O)Nc4ccccc4)c3)c2c1C	98.4	34.4	10.7	50.0	65.5	70.1	40.7	85.8	72.6
Cc1cc(Br)nc2ccc([N+](=O)[O-])cc12	103.8	103.7	90.7	103.8	99.1	112.8	120.4	94.9	96.3
COC(=O)CC1SC(c2ccc(F)cc2)N(c2nnc(COc3ccc(F)cc3)s2)C1=O (centres undefined)	105.3	108.4	107.5	110.5	160.4	·	122.5	103.5	102.9
O=[N+]([O-])c1ccc(I)c(Br)c1	106.3	101.0	85.9	109.7	110.9	122.2	123.0	109.5	98.3
Cc1cc(/C=C/c2ccc3cc(N(C)C)ccc3[n+]2C)c(C)n1-c1ccccc1	0.7*	-10.3*	-1.1*	7.4*	-62.1*	-79.5*	4.1*	9.5*	-29.5*
O=C1C=CC(=O)N1c1ccc(Nc2ccccc2)cc1	100.8	118.6	104.2	115.8	111.2	91.9	106.0	99.9	99.7
COc1cc(/C=C/C(=O)c2c(C)oc3nc[nH]c(=O)c23)ccc1O	100.2	102.3	84.4	100.0	103.1	102.0	108.0	97.3	98.1
